GAA glycogen: GAA glycogen-cleavage inhibition or activation; P10253; recombinant GAA, glycogen substrate, Amplex Red glucose oxidase fluorescence; Potency, µM (series often up to 76.4 µM), without a hit: top-dose activity change, negative = inhibition, usual class: inhibitors; actives 0.38% (n = 300,000); AID 2100; active = well fitted inhibition curve with a large enough effect; inconclusive = small, poorly fitted or top-dose-only effect, or another doubt; inactive = no such curve, though single readings can be large or run the other way;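 note: 0% = full enzyme reaction and -100% = no-enzyme basal signal; the screen sought inhibitors and activators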
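Natural-substrate format: glycogen cleavage by 4 nM human enzyme, glucose read by Amplex Red coupling (Ex 573, Em 610 nm). Normalized to enzyme and no-enzyme controls.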
* = called active by the depositor; ? = inconclusive; [ ] = another dose, or the depositor's remark. Potency is the fitted concentration of half-maximal effect. The list is partial; the hit share may differ from the screen's.

Sample of the layout, 24 compounds:
Structure	GAA glycogen
CCOC(=O)CSc1nc2c(sc(=S)n2-c2ccccc2)c(=O)n1-c1ccc(OC)cc1OC	-6.0%
COc1ccc(CCNCC(=O)Nc2ccc(OC(F)F)cc2)cc1	-2.7%
Cc1ccc(NC(=O)CCNC(=O)c2ccccc2Cl)nc1	-6.4%[76.3 µM]
CCC(C)[C@H](NC(=O)N1CC(=O)Nc2ccccc21)C(=O)Nc1ccccc1C (some centres undefined)	-5.1%[76.3 µM]
CCOC(=O)C1CCN(S(=O)(=O)c2ccc3c(c2)CCN3C(=O)C2CCC2)CC1	-7.0%[76.3 µM]
O=C(Nc1ccnn1C1CCN(Cc2ccccn2)CC1)c1cccc(F)c1	-6.4%[76.3 µM]
COCCn1c(SCC(=O)Nc2nc(C)cs2)nnc1C(C)C	6.8%[76.3 µM]
COc1ccccc1-c1nnc(SCC(=O)N2CCCC2)o1	-16.8%[76.3 µM]
Cc1nnc(NC(=O)CSc2nnc(-c3ccco3)n2C(C)C)s1	0.0%[76.3 µM]
CCC(Oc1ccccc1)C(=O)NC1CCCCCC1 (centres undefined)	-2.2%[76.3 µM]
Cc1cc2c(c(=O)n1-c1ccccc1)C1O[C@](c3ccsc3)(Cc3ccccc31)O2	11.7%[15.3 µM]
COc1ccc(CCN=C(N)NS(=O)(=O)c2ccc(F)cc2)cc1OC	-7.4%[76.3 µM]
COc1ccc(-n2ncc3c2CC(C)(C)CC3NC(=O)c2cn[nH]c2)cc1 (centres undefined)	1.2%[76.3 µM]
COc1ccc(OC)c(C(c2c(C)[nH][nH]c2=O)c2c(C)[nH][nH]c2=O)c1	?
CC1(c2ccc(OC(F)F)cc2)NC(=O)N(CC(=O)Nc2ccccc2)C1=O (centres undefined)	2.4%
O=c1nc2ccc(Cl)cn2c2ccc(S(=O)(=O)N3CCCCC3)cc12	5.5%[76.3 µM]
O=C(CSc1nnc(COc2ccc(Cl)cc2)o1)N1CCCCC1	2.6%
COc1ccc(N2CC(C(=O)Nc3cccnc3)CC2=O)cc1 (centres undefined)	-0.2%
COc1ccc(N2C(=O)c3ccc(C(=O)Nc4ccc(NC(C)=O)cc4)cc3C2=O)cc1	2.1%
CC(=O)c1cccc(S(=O)(=O)NCC(C)(C)N2CCOCC2)c1	1.9%
CC1CN(C/C(=N\O)C23CC4CC(CC(C4)C2)C3)CC(C)O1 (centres undefined)	2.1%
COc1ccc(CCNC(=O)c2cc([N+](=O)[O-])cc([N+](=O)[O-])c2)cc1OC	7.6%
Cc1onc(-c2ccccc2)c1C(=O)Nc1nnc(C(C)C)s1	-0.6%[76.3 µM]
CCn1cc(C(=O)N2CCCC2)c(=O)c2cc(S(=O)(=O)N3CC(C)CC(C)C3)ccc21 (centres undefined)	17.2%[76.3 µM]

Main list, from the start:
Structure	GAA glycogen
CCOC(=O)CSc1nc2c(sc(=S)n2-c2ccccc2)c(=O)n1-c1ccc(OC)cc1OC	-6.0%
COc1ccc(CCNCC(=O)Nc2ccc(OC(F)F)cc2)cc1	-2.7%
Cc1ccc(NC(=O)CCNC(=O)c2ccccc2Cl)nc1	-6.4%[76.3 µM]
CCC(C)[C@H](NC(=O)N1CC(=O)Nc2ccccc21)C(=O)Nc1ccccc1C (some centres undefined)	-5.1%[76.3 µM]
CCOC(=O)C1CCN(S(=O)(=O)c2ccc3c(c2)CCN3C(=O)C2CCC2)CC1	-7.0%[76.3 µM]
O=C(Nc1ccnn1C1CCN(Cc2ccccn2)CC1)c1cccc(F)c1	-6.4%[76.3 µM]
COCCn1c(SCC(=O)Nc2nc(C)cs2)nnc1C(C)C	6.8%[76.3 µM]
COc1ccccc1-c1nnc(SCC(=O)N2CCCC2)o1	-16.8%[76.3 µM]
Cc1nnc(NC(=O)CSc2nnc(-c3ccco3)n2C(C)C)s1	0.0%[76.3 µM]
CCC(Oc1ccccc1)C(=O)NC1CCCCCC1 (centres undefined)	-2.2%[76.3 µM]
Cc1cc2c(c(=O)n1-c1ccccc1)C1O[C@](c3ccsc3)(Cc3ccccc31)O2	11.7%[15.3 µM]
COc1ccc(CCN=C(N)NS(=O)(=O)c2ccc(F)cc2)cc1OC	-7.4%[76.3 µM]
COc1ccc(-n2ncc3c2CC(C)(C)CC3NC(=O)c2cn[nH]c2)cc1 (centres undefined)	1.2%[76.3 µM]
COc1ccc(OC)c(C(c2c(C)[nH][nH]c2=O)c2c(C)[nH][nH]c2=O)c1	?
CC1(c2ccc(OC(F)F)cc2)NC(=O)N(CC(=O)Nc2ccccc2)C1=O (centres undefined)	2.4%
O=c1nc2ccc(Cl)cn2c2ccc(S(=O)(=O)N3CCCCC3)cc12	5.5%[76.3 µM]
O=C(CSc1nnc(COc2ccc(Cl)cc2)o1)N1CCCCC1	2.6%
COc1ccc(N2CC(C(=O)Nc3cccnc3)CC2=O)cc1 (centres undefined)	-0.2%
COc1ccc(N2C(=O)c3ccc(C(=O)Nc4ccc(NC(C)=O)cc4)cc3C2=O)cc1	2.1%
CC(=O)c1cccc(S(=O)(=O)NCC(C)(C)N2CCOCC2)c1	1.9%

Carrying on:
Structure	GAA glycogen
CC1CN(C/C(=N\O)C23CC4CC(CC(C4)C2)C3)CC(C)O1 (centres undefined)	2.1%
COc1ccc(CCNC(=O)c2cc([N+](=O)[O-])cc([N+](=O)[O-])c2)cc1OC	7.6%
Cc1onc(-c2ccccc2)c1C(=O)Nc1nnc(C(C)C)s1	-0.6%[76.3 µM]
CCn1cc(C(=O)N2CCCC2)c(=O)c2cc(S(=O)(=O)N3CC(C)CC(C)C3)ccc21 (centres undefined)	17.2%[76.3 µM]
C=CCN1C(=O)C(=O)N(Cc2nc3ccccc3s2)C1=O	-5.8%
COc1ccc(C2(c3ccc(OC)cc3)NC(=O)N(CC(=O)NCC(F)(F)F)C2=O)cc1	-5.7%
O=C(CSc1ccc(-c2ccco2)nn1)Nc1cccc(F)c1	-3.0%[76.3 µM]
COc1cc(C)c(CN2CCC(Oc3ccc(C(=O)N4CCCC4)cc3)CC2)cc1C	-0.9%[76.3 µM]
COc1ccc(-n2nc(C(=O)NCC(=O)NC3CCCC(C)C3C)c3ccccc3c2=O)c(OC)c1 (centres undefined)	-2.4%
Cc1ccc(COC(=O)c2ccc3ccccc3n2)cc1	-10.5%
O=C(CNC(=O)c1ccccc1)NCCc1ccc(O)c(O)c1	?
COc1ccc(Br)cc1CN1CCN(Cc2c[nH]c3ccccc23)CC1	-3.9%
COc1cccc(NC(=O)Nc2ccc3c(c2)OCO3)c1	1.0%[76.3 µM]
CC(=O)c1ccc(NS(=O)(=O)c2ccc3c(c2)N(C(C)=O)CCO3)cc1	-9.9%[76.3 µM]
CCOCc1cc(CN2CCC(n3nccc3NC(=O)C3CC3)CC2)ccc1OC	-0.8%[76.3 µM]
CC(NC(=O)c1cc(F)c(F)cc1Cl)C1CC2CCC1C2 (centres undefined)	-9.3%
COc1cc(CO)ccc1OCC(=O)Nc1cccc2ccccc12	0.4%[76.3 µM]
COc1cccc(N(CC(=O)NC2CCCCCC2)S(=O)(=O)c2ccccc2)c1	-2.9%[76.3 µM]
O=C(NCCc1ccccc1)c1coc(=O)c(Br)c1	1.8%
CN1CCN(c2ccccc2NC(=O)Cn2ncc3c([nH]c4ccccc43)c2=O)CC1	-6.0%[76.3 µM]

Another view of part of the listing above:
> O=C(CNC(=O)c1ccccc1)NCCc1ccc(O)c(O)c1
  GAA glycogen = ?
> COc1ccc(Br)cc1CN1CCN(Cc2c[nH]c3ccccc23)CC1
  GAA glycogen = -3.9%
> COc1cccc(NC(=O)Nc2ccc3c(c2)OCO3)c1
  GAA glycogen = 1.0%[76.3 µM]

Next compounds follow:
Structure	GAA glycogen
COc1ccc(C)cc1NC(=O)CN(C)S(=O)(=O)c1ccc2c(c1)n(C)c(=O)c(=O)n2C	-4.7%[76.3 µM]
O=C(O)Cn1c(O)c(C2=c3ccccc3=NC2=O)sc1=O	7.3%
O=C(NCCCN1CCCC1=O)c1cc2nc(-c3ccco3)cc(C(F)(F)F)n2n1	-3.6%[76.3 µM]
CN(CC(=O)Nc1ccccc1Br)C(=O)c1cccc([N+](=O)[O-])c1	0.7%[76.3 µM]
CCOc1ccc(N=Nc2ccc(O)c3ncccc23)cc1	0.7%
CN(C)c1ccc(NC(=O)CCN2CCN(c3ccccn3)CC2)cc1	3.3%
CCC(=O)Nc1c(-c2ccccc2Cl)c(=O)c2ccccc2n1C	4.2%
Oc1ccc(/C=N/Nc2ccc(C(F)(F)F)cn2)c(O)c1	0.9%
Cc1cccc(CCN(C(=O)c2csnn2)C(C(=O)NC2CCCC2)c2ccco2)c1 (centres undefined)	3.0%
CCCN(CC1CCCO1)C(=O)CCc1nnc(CCc2ccc(OC)cc2)o1 (centres undefined)	1.5%[76.3 µM]
Cc1oncc1C(=O)Nc1ccc2ccccc2c1	2.2%[76.3 µM]
COc1ccc(OCC(=O)NNC(=S)NC(=O)c2ccc(Br)o2)cc1	-0.3%[76.3 µM]
CNc1c(NS(=O)(=O)c2cc(Cl)ccc2OC)c(=O)oc2ccccc12	-2.0%
Cc1nccn1Cc1ccccc1	-2.4%[76.3 µM]
CC1CCN(C(=O)C(=O)c2cn(CC(=O)N3CCCC3)c3ccccc23)CC1	-4.7%[76.3 µM]
CC1CC(C)CN(S(=O)(=O)c2ccc(NC(=O)CN3C(=O)NC(C)(c4ccccc4)C3=O)cc2)C1 (centres undefined)	8.2%[76.3 µM]
CC(C)c1ccc(NC(=S)N2CCCC2)cc1	-3.8%[76.3 µM]
NC(=O)c1nsc(C(=O)N(c2ccccc2)C(C(=O)NCC2CCCO2)c2ccc(F)cc2)c1N (centres undefined)	9.7%
NS(=O)(=O)c1ccc(CCNC(=O)c2ccccc2-c2ccccc2)cc1	-3.1%[76.3 µM]
COc1cccc(C(=O)N2CCC(CCC(=O)Nc3cccc(C)c3)CC2)c1	-8.5%[76.3 µM]

Carrying on.
Structure	GAA glycogen
O=c1[nH]c(C2CCCN(S(=O)(=O)c3cccc(Cl)c3)C2)nc2c1nnn2Cc1ccc2c(c1)OCCO2 (centres undefined)	-15.5%[76.3 µM]
CC(=O)c1cc(C#N)c(N2CCN(c3ccccc3)CC2)nc1C	1.6%
COc1cc(C(=O)NCCC(=O)N2CCCCC2)cc(OC)c1OC	10.9%
Cn1c(C(=O)N[C@@H](Cc2ccccc2)C(=O)NCCC(=O)O)cc2cc(Cl)ccc21	1.9%
CCOc1ccc(NC(=O)CCC(=O)N/N=C2\CCCc3ccccc32)cc1	0.0%[76.3 µM]
COC(=O)c1cccc(N(CC(=O)NC2CCCC2)C(=O)CNC(=O)c2cccs2)c1	-9.3%
Cc1cccc(OCC(=O)NCC(=O)N/N=C/c2cc(Br)cc(Br)c2O)c1	-1.9%
CCc1nnc(NS(=O)(=O)c2ccc(NS(=O)(=O)c3ccccc3[N+](=O)[O-])cc2)s1	-4.6%
O=C(NCCn1cccn1)C1CCC(=O)N(CCc2cccc(F)c2)C1 (centres undefined)	6.4%[76.3 µM]
CC1=C(C(=O)OC2CCCCC2)C(c2ccc(F)cc2)NC(=O)N1 (centres undefined)	-2.1%
CCOc1ccc(NC(=O)NC2(C(=O)NCc3ccco3)CCCCC2)cc1	-10.4%
CCOc1ccc(Nc2cc3n(c(=O)n2)CCc2cc(OC)c(OC)cc2-3)cc1	-2.8%
NC(=O)c1nsc(C(=O)N(CCCN2CCOCC2)C(C(=O)NC2CCCCC2)c2ccc(Cl)cc2)c1N (centres undefined)	-2.2%
O=C(N1CCN(c2ccccc2)CC1)C1(S(=O)(=O)c2ccc(Cl)cc2)CC1	1.3%
CC(=O)c1c(C)[nH]c(C(=O)Nc2ccc(F)cc2F)c1C	2.6%
Cc1nc(C)n(C)c(=O)c1-c1ccccc1	0.7%
COc1cc(NC(=O)c2cccnc2)c(Cl)cc1NC(=O)c1ccccc1	-2.7%[76.3 µM]
CCCN(CC(=O)Nc1cc(Cl)ccc1Cl)C(=O)CN1C(=O)C2CCCCC2C1=O (centres undefined)	-14.7%[76.3 µM]
COc1ccc(NC(=O)c2cccc(Oc3ccccc3)c2)cn1	5.4%
CC(C)C(OC(=O)Cn1nnc2ccccc21)C(=O)NC1CCCC1 (centres undefined)	-10.1%

Other entries
Structure	GAA glycogen
O=C(CSc1nnc(Cc2ccccc2)o1)Nc1cccc(F)c1	-1.2%[76.3 µM]
COc1ccc(-c2cn[nH]c2-c2ccc(OCC(=O)NN)cc2O)cc1	-16.6%
COc1ccc(-n2nc3c(N4CCC(C(=O)NCC(C)c5ccccc5)CC4)nnc(C)c3c2C)cc1 (centres undefined)	-1.4%[76.3 µM]
Cc1ccnc(NS(=O)(=O)c2ccc(NC(=O)Cc3ccc(F)cc3)cc2)n1	-8.0%
COc1ccc(C=O)cc1CN1CCCN(Cc2ccccc2F)S1(=O)=O	-4.2%
CN(C)/C(=N\S(=O)(=O)c1ccc(F)cc1)c1ccccc1	0.6%
Cc1occc1C(=O)N1CCCC(Nc2ccc(C(C)C)cc2)C1 (centres undefined)	2.5%[76.3 µM]
CC(Oc1ccc2c(-c3ccccc3)cc(=O)oc2c1)C(=O)N[C@H](Cc1c[nH]c2ccccc12)C(=O)O (some centres undefined)	-8.3%[76.3 µM]
COc1ccc(C(C(=O)NC2CCCCC2)N(Cc2cccnc2)C(=O)c2snc(C(N)=O)c2N)cc1 (centres undefined)	-6.4%
Cc1ccc(-c2nn(-c3ccccc3)cc2/C=N/O)cc1	-8.4%
CC(=O)N1c2ccc(S(=O)(=O)N3CCCCC3)cc2CC1C(=O)Nc1cccc(C)c1 (centres undefined)	-16.9%[76.3 µM]
